RAD54 inh – inhibitors of human RAD54 branch migration, primary screen, biochemical, fluorescence, single point. actives 0.14% (n = 360,000). DNA repair and recombination protein RAD54-like (Homo sapiens), Q92698. AID 602329, 2012. RAD54 Holliday junction branch migration, FAM/BHQ fluorescence. inhibition, % at 10.4 µM;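 active = mean normalized replicate activity at least 40 and at least half of replicates scoring 40 or more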;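 also: 0% = median of neutral control wells and 100% = median of positive control wells; inhibitors cause a drop in the FAM fluorescence signal; in these data hits start at about 50%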
Target sequence (Q92698 whole entry, looked up): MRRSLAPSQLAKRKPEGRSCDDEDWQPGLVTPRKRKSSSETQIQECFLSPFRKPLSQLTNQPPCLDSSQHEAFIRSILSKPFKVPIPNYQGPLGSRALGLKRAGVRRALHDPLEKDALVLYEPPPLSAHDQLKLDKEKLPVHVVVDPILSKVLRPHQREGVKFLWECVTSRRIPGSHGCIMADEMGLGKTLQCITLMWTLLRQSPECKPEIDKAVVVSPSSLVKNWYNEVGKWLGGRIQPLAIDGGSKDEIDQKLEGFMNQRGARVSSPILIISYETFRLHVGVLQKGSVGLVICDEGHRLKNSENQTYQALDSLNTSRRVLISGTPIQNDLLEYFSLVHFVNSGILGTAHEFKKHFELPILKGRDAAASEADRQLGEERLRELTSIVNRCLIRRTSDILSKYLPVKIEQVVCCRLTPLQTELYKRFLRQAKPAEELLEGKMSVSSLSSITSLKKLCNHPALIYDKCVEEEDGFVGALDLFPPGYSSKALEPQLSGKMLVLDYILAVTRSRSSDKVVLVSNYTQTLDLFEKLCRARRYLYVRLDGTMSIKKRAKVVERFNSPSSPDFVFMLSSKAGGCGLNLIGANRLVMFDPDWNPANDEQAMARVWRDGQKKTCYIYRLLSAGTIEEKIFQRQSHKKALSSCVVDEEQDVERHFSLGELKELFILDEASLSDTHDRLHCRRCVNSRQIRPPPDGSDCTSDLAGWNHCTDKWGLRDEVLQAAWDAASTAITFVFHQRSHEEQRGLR
ARNT TACC3 PPI – disruptors of ARNT/TACC3 protein interaction, primary screen, biochemical, AlphaScreen, single concentration; AID 623870, 2012; inhibition, % at 9.99 µM; Transforming acidic coiled-coil-containing protein 3 (Homo sapiens), Q9Y6A5; actives 0.66% (n = 390,000); AlphaScreen His-ARNT PAS-B/GST-TACC3 binding, luminescence; TACC3 fragment carries E629A point mutation;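 active = mean inhibition of replicates at least 50% and at least half of replicates each reaching 50%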;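 also: 0% = complete ARNT plus TACC3 wells and 100% = ARNT alone without TACC3; many hits fall short of the cut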
Numbers without * were called inactive; i = inactive.

SMILES	RAD54 inh	ARNT TACC3 PPI
Cc1cccn2c(=O)c3cc(C(=O)N4CCN(C(=O)c5ccco5)CC4)n(C)c3nc12	5	-1
O=C(NC(=S)NC1CC1)c1cccnc1	6	0
CC(C)c1cc(C(=O)Nc2cccc(C(F)(F)F)c2)no1	-2	-3
O=C(CCCn1c(=O)[nH]c2cc(Cl)ccc2c1=O)NC1CCCCCC1	4	-4
CCOc1cccc(/C(O)=C2/C(=O)C(=O)N(Cc3ccco3)C2c2ccncc2)c1 (stereo unspecified)	-5	1
Cc1nn(Cc2ccccc2Cl)c(C)c1NC(=O)NC12CC3CC(CC(C3)C1)C2	3	-2
COc1ccc(C(CC(=O)Nc2ccc(Cl)cc2F)NC(=O)C(F)(F)F)cc1 (stereo unspecified)	0	-8
Cc1[nH][nH]c(=O)c1C(c1c(C)[nH][nH]c1=O)c1cn(Cc2ccc(F)cc2)c2ccccc12	-2	42
C=CCN1C(=O)/C(=C\c2ccc(Cl)cc2)N=C1SCC(=O)NC1CCCCC1	-2	-4
CCOC(=O)/C(C#N)=C/c1ccc(OC)c(OC)c1	-7	-7
CCCC(=O)c1cc(-c2nc3ccccc3n2C)n(C)c1	3	-4
Cc1ccc(N(CC(O)Cn2c3ccccc3c3ccccc32)S(C)(=O)=O)c(C)c1 (stereo unspecified)	8	-9
CC1(C)Cc2c(c(-c3ccco3)[nH]c(=O)c2C#N)CS1	-17	-17
CC(C)(C)C(=O)NC(=S)NNC(=O)C(c1ccccc1)c1ccccc1	-6	34
Cc1ccc(Nc2nc(N)nc(CN3CCc4ccccc4C3)n2)cc1	0	20
CCOC(=O)c1sc2nc(C)cc(C)c2c1NC(=O)c1ccco1	-13	-1
CCCCCCC(=O)NN1CCN(C)CC1	-24	-3
CC(=O)Nc1cccc(S(=O)(=O)N2CCCCCC2)c1	-3	-1
O=S(=O)(c1cccc(-c2nc3n(n2)Cc2ccccc2-3)c1)N1CCCCC1	2	5
Cc1cccc(NC(=S)NC(=O)CCc2ccccc2)c1	-6	-2
C=CCN1C(=O)C2C(C(=O)NC)C3(C)C=CC2(O3)C1C(=O)NCc1ccc(OC)cc1 (stereo unspecified)	-3	11
CC(=O)N1CCc2cc(S(=O)(=O)CCC(=O)N3CCN(C(=O)c4ccco4)CC3)ccc21	-1	0
COc1ccc(-c2cn3c4c(sc3n2)CCCC4)cc1	1	6
CN1CCN(Cc2cc(=O)oc3cc4c(cc23)CCC4)CC1	5	5
Cc1oc2c(C)c(O)ccc2c(=O)c1-c1cnn(-c2ccccc2)c1	-4	-3

Continued (four carried over from the part before).
SMILES	RAD54 inh	ARNT TACC3 PPI
CC(=O)N1CCc2cc(S(=O)(=O)CCC(=O)N3CCN(C(=O)c4ccco4)CC3)ccc21	-1	0
COc1ccc(-c2cn3c4c(sc3n2)CCCC4)cc1	1	6
CN1CCN(Cc2cc(=O)oc3cc4c(cc23)CCC4)CC1	5	5
Cc1oc2c(C)c(O)ccc2c(=O)c1-c1cnn(-c2ccccc2)c1	-4	-3
O=C(N/N=C/c1cccc(OC2CSC2)c1)c1ccccc1O	3	-5
COc1cccc(CNc2ccc(N3CCCCC3)cc2)c1OC	7	11
CCC(C)NC(=O)C1c2cc(OC)c(OC)cc2C(=O)N(C)C1c1ccc(OC)cc1 (stereo unspecified)	-4	1
COc1ccc(C(=O)CSc2nnc(CNc3ccc(C)cc3C)n2Cc2ccco2)cc1	0	4
Cc1c(NC(=O)c2cccs2)cccc1C(=O)O	0	-2
O=S(=O)(NCCNS(=O)(=O)c1cccs1)c1cccs1	6	-3
CC1(c2ccc(Cl)c(Cl)c2)NC(=S)N2C1NC(=S)N2c1ccccc1 (stereo unspecified)	12	5
O=C(NCCC1=CCCCC1)c1ccc(=O)oc1	-1	-1
COC(=O)C1CN(S(=O)(=O)c2ccc(C)cc2)CCN1S(=O)(=O)c1ccc(C)cc1 (stereo unspecified)	2	1
Cc1nn(C)c(C)c1/C=N/N=C1\CCC2C3CCc4cc(O)ccc4C3CCC12C (stereo unspecified)	0	-3
Cc1nn(C)c(C(=O)Nc2ccc(S(=O)(=O)NC34CC5CC(CC(C5)C3)C4)cc2)c1Br	-16	-6
CC(/C=C/c1cccs1)=C\C(=O)O	7	1
COC(=O)C(NNc1ccccc1)(NC(=O)c1ccc(F)cc1)C(F)(F)F (stereo unspecified)	-4	-1
NC(=O)C1CCN(CC(=O)Nc2ccccn2)CC1	-12	-4
Cc1cc(C)nc(SCCC(=O)Nc2cccc3ccccc23)n1	9	0
COc1cccc(NC(=O)CSc2ncnc3c2cnn3Cc2ccccc2)c1	3	-11
CCOC(=O)C1=C(CSc2nncn2C)NC(=O)NC1c1cc(OCC)ccc1OCC (stereo unspecified)	-4	2
CCOC(=O)C1=C(C)OC(N)=C(C#N)C1c1c(C)nn(-c2ccccc2)c1Cl (stereo unspecified)	-2	2
Cc1cc(C)n2c(SCc3cccs3)nnc2n1	1	-22
CCC(C)c1c(O)nc(SCC(=O)Nc2ccccc2)[nH]c1=O (stereo unspecified)	14	-5
Cn1c(=O)cc(SCC(=O)NCCCN2CCOCC2)c2ccccc21	-8	0
Cc1ccc(-n2c(C)nc3c(cnn3-c3ccccc3Cl)c2=O)cc1C	6	0
CN(C(=O)c1ccc2c(c1)OCO2)C1(C(=O)NC2CCCCC2)CCCCC1	-4	-10
CCC(C)(C)NC(=O)C(OC(=O)c1ccco1)c1ccccc1OC (stereo unspecified)	2	-2
C/C(=C\C(=O)c1ccccc1)Nc1ccc(N2CCOCC2)cc1	2	39*
SMILES	RAD54 inh	ARNT TACC3 PPI
Cc1ccc(S(=O)(=O)N=Nc2c(O)[nH]c3ccccc23)cc1C	7	5
N#Cc1c(-c2ccccc2Cl)cc(C2CC2)nc1N	-1	-6
O=C(COC(=O)CC12CC3CC(CC(Br)(C3)C1)C2)NC(=O)NCc1ccco1	-11	12
COc1cccc(/C=N/Nc2nn3cnnc3c3ccccc23)c1O	0	8
CCOC(=O)N1CCN(c2nc(-c3cccc(OC)c3)cc(C(F)(F)F)n2)CC1	-7	-13
CC(C)N1C(=O)c2ccc(C(=O)O)cc2C1=O	7	-3
CCSc1nc2ccccc2c(=O)n1OCC(=O)OC	-8	0
Cc1cccc(NC(=S)NC(NC(=O)c2ccco2)C(Cl)(Cl)Cl)c1 (stereo unspecified)	7	-17
O=C(Oc1cccc2c(O)cccc12)c1ccccc1	7	4
Cc1ccccc1N1CCN(S(=O)(=O)Cc2ccccc2)CC1	4	-12
CCC(=O)c1coc2ccc(O)cc12	-4	-8
COc1ccc(S(=O)(=O)N2CC(C(=O)O)Oc3ccc(CC(=O)O)cc32)cc1 (stereo unspecified)	-1	-25
CCOC(=O)c1sc(N(C)C(C)=O)nc1C	-5	-6
O=C(O)C1CCN(C(=O)c2ccc(Cl)cc2)CC1	-3	-5
CC1=C(C(=O)OC2CCCCCCC2)C(c2cc3c(cc2Br)OCO3)CC(=O)N1 (stereo unspecified)	1	-2
CCCc1nn2c(=O)c(C(c3cccc(Cl)c3)c3c(O)nc4sc(CCC)nn4c3=O)c(O)nc2s1	5	-1
COc1ccccc1OCCCn1c(=O)oc2ccc(C)cc21	-4	25
O=C1CCCc2ccccc2N1Cc1ccc(Cl)cc1	-4	1
O=C(Nc1nc(-c2ccccc2)cs1)c1cccc(S(=O)(=O)N2CCN(Cc3ccccc3)CC2)c1	4	-3
O=C(O)CCCC(=O)Nc1ccc(C(=O)NCc2cccnc2)cc1	-11	-7
Cc1csc(SCC(=O)Nc2ccc(Cl)cn2)n1	-1	-2
Cc1nnc2c(NC(C)C)nc3ccccc3n12	-7	-8
c1ccc(-n2nnnc2-c2cnc(-c3ccncc3)nc2-c2cccs2)cc1	3	-2
CCn1nc(C(=O)OCc2c(C)noc2C)c2ccccc2c1=O	2	-3
COc1ccc(S(=O)(=O)N2CC3CCCN3c3cc(C(F)(F)F)ccc32)cc1 (stereo unspecified)	8	1

The closing two entries of the section before lead into the next:
SMILES	RAD54 inh	ARNT TACC3 PPI
CCn1nc(C(=O)OCc2c(C)noc2C)c2ccccc2c1=O	2	-3
COc1ccc(S(=O)(=O)N2CC3CCCN3c3cc(C(F)(F)F)ccc32)cc1 (stereo unspecified)	8	1
CCS(=O)(=O)N1Cc2ccccc2CC1C(=O)Nc1ccc(NC(C)=O)cc1 (stereo unspecified)	-2	-5
COCCn1c(SCC(=O)NCCc2ccccc2)nc2c([nH]c3ccccc32)c1=O	6	1
O=C(CC(Nc1ccccc1)C(=O)O)c1ccccc1 (stereo unspecified)	-3	1
COc1cccc(-c2nnc(NC(=O)c3ccc(S(=O)(=O)N4CC(C)OC(C)C4)cc3)o2)c1 (stereo unspecified)	0	25
Cc1cc(C(=O)N(C)C)sc1-c1ccccc1	-7	0
COc1ccc(CNC(=O)c2csc(Cc3ccccc3)n2)cc1	-7	-4
Cc1ccc(NC2=CC(=O)OC(C)C2)cc1 (stereo unspecified)	2	-1
FC(F)(F)c1cc(-c2cccs2)nc(-n2cc(Br)cn2)n1	0	-1
COC(=O)CSc1nnc(-c2cccs2)n1-c1ccc(Cl)cc1	-2	24
COc1ccc(NC(=O)c2c(SC)nsc2SC)cc1	-1	-1
COC(=O)C(C(=O)OC)C(C)C(C(=O)OC)C(=O)OC	-3	-3
Cc1cc(C)c2nc(N)sc2c1	2	-3
COC(=O)C1C(=O)C2=C(CC1C)NC(=O)CC2c1ccccc1 (stereo unspecified)	3	-2
C/C(=N\NC(=O)Cc1cccn1C)c1ccc2ccccc2c1	-3	-4
N#CC1=C(SCC(=O)c2ccc(Br)cc2)NC2=C(C(=O)CCC2)C1c1ccco1 (stereo unspecified)	-7	-10
c1ccc(C(c2nnnn2C2CCCC2)N2CCN(c3ccccc3)CC2)cc1 (stereo unspecified)	3	-18
O=C1C2CC=CCC2C(=O)N1c1n[nH]c(-c2ccccc2)n1 (stereo unspecified)	-7	1
CCC(C)NC(=O)c1ccccc1NC(=O)Nc1ccccc1 (stereo unspecified)	-2	-13
O=C(NCCCN1CCOCC1)c1ccccc1	-2	1
Clc1ccc(C(c2nnnn2CCc2ccccc2)N2CCSCC2)cc1 (stereo unspecified)	0	4
N#Cc1cc2c(nc1SCC(=O)O)CCCC2	-8	6
COc1ccc(C)cc1-n1c(-c2ccncc2)n[nH]c1=S	-3	3
O=S(=O)(Nc1c(O)ccc2ccccc12)c1cccc2ccccc12	2	4
Cc1ccc(CSc2ncnc3c2cnn3Cc2ccccc2)cc1	3	-7
Cc1cccc(C(=O)NNC(=O)c2ccc(Cl)cc2)c1O	4	-4

Seven compounds already listed, sorted by the number in ARNT TACC3 PPI, descending.
SMILES	ARNT TACC3 PPI
COc1ccc(C)cc1-n1c(-c2ccncc2)n[nH]c1=S	3
CCOc1cccc(/C(O)=C2/C(=O)C(=O)N(Cc3ccco3)C2c2ccncc2)c1 (stereo unspecified)	1
Cc1csc(SCC(=O)Nc2ccc(Cl)cn2)n1	-2
CCC(C)c1c(O)nc(SCC(=O)Nc2ccccc2)[nH]c1=O (stereo unspecified)	-5
CCOC(=O)/C(C#N)=C/c1ccc(OC)c(OC)c1	-7
CCC(=O)c1coc2ccc(O)cc12	-8
N#CC1=C(SCC(=O)c2ccc(Br)cc2)NC2=C(C(=O)CCC2)C1c1ccco1 (stereo unspecified)	-10

Some values from above.
RAD54 inh, Cc1cc(C)c2nc(N)sc2c1 reads 2
RAD54 inh, COc1ccc(C)cc1-n1c(-c2ccncc2)n[nH]c1=S reads -3

Next part.
SMILES	RAD54 inh	ARNT TACC3 PPI
CCOC(=O)C1CCCN(c2nc3ccccc3nc2C(C#N)C(=O)OCC)C1 (stereo unspecified)	-8	40
Clc1ccc2c(N3CCCC3)ccnc2c1	26	8
Cn1c(SCc2nc3ccccc3n2CCO)nc2ccccc21	10	0
CC1CCCN(Cc2cnc(Cl)s2)C1 (stereo unspecified)	4	30
CCc1nn(CC(=O)N2CCN(Cc3ccc4c(c3)OCO4)CC2)c(=O)c2cc3occc3n12	0	6
Cc1ccccc1S(=O)(=O)c1c(C)cc(C)n(C(C)C)c1=O	3	-3
OCCN1CCN(C(=S)c2ccc(Cl)c(Cl)c2)CC1	4	66*
COCCN(CC(=O)NCc1ccc2c(c1)OCO2)C(=O)CCC(=O)Nc1nccs1	6	-9
COC(=O)c1ccccc1NC(=O)/C=C/c1cc(OC)c(OC)c(OC)c1	-8	-4
CCCNC(=O)NC(=O)COC(=O)c1oc2ccc(OCC)cc2c1C	-10	-7
CCn1c(CNc2ccc(OC)cc2)nnc1SCC(=O)c1ccc(OC)cc1	7	6
O=C1CCN2C=Nc3cccc4ccc1c2c34	i	6
CCn1c(-c2ccc(C)cc2)n[nH]c1=S	4	-9
CCOC(=O)c1c(-c2cccs2)csc1NC(=O)CN1CC(C)OC(C)C1 (stereo unspecified)	0	1
c1coc(CNc2c3c(nc4ncnn24)CCCC3)c1	10	0
COc1ccc(S(=O)(=O)NC(C(C)C)C(C)C)cc1OC	11	12
CCn1ccc(C(=O)Nc2ccc3c(c2)CCC3)n1	-2	-3
Cc1cc2c(nn1)CCC/C2=N\O	-7	-8
Cc1ccc(F)cc1NC(=O)c1ccc2c(c1)OCO2	7	-3
O=c1c2[nH]c3ccc(F)cc3c2ncn1CCN1CCOCC1	2	1
CC1CCN(S(=O)(=O)c2cccc(C(=O)N(C)C3CCS(=O)(=O)C3)c2)CC1 (stereo unspecified)	1	-9
CCN1CCN(Cc2ccc(NC(=O)c3ccc(C)c(NC(=O)c4cncc(-c5cccs5)c4)c3)cc2C(F)(F)F)CC1	-9	-5
CCc1ccc(NC2=NCC(=O)N2Cc2ccc3c(c2)OCO3)cc1	-1	1
Cc1cc(N2CCCCC2)nc(SCc2ccc(C#N)cc2)n1	-1	0
CCOCCCNC(=O)C(NC(=O)c1ccccn1)c1ccc(C)cc1 (stereo unspecified)	-2	-1
Nn1c(SCc2cn3ccsc3n2)nnc1-c1ccncc1	2	0

A portion of the library; the hit share may differ from the screen's.
